High-throughput results deposited in PubChem BioAssay by NMMLSC.
Bfl-1 Bim block: inhibitors of Bim-Bfl-1 interaction, human. Q16548. Bead-based flow cytometry, Bim-Bfl-1 binding inhibition. inhibition, % at 10 µM. hit rate 0.12% among 190,000;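 also: 0% = wells without compound plus tracer and 100% = blocker peptide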
Rab2 wt GTP: changes GTP binding to wildtype dog Rab2A, up or down; P61105; hit rate 0.19% among 190,000; GST-Rab2 wt beads, Bodipy-GTP binding, flow cytometry; GTP binding activity, % at 10 µM;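 active = GTP binding activity at least 20 points away from 100%, either lowered or raised; inconclusive = signal likely due to the compound's own green fluorescence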;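 also: 0% = beads with excess unlabeled GTP and 100% = no-compound control corrected for plate trend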
Rac1 mut GTP: human Rac1 activated mutant GTP binding change. percent activity (GTP binding), % at 10 µM. hit rate 0.11% among 190,000. AID 764. P63000. GST-Rac1 activated beads, fluorescent GTP binding, flow cytometry; actives lie on both sides; 100% means binding = to untreated wells;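 active = GTP binding at least 20 percentage points away from the 100% baseline, in either direction, so actives lie on both sides; inconclusive = Compound likely fluorescent itself, or too few beads counted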
Cdc42 wt GTP: changes GTP binding to wildtype human Cdc42. percent activity (GTP binding), % at 10 µM. GST-Cdc42 beads, Bodipy-GTP binding, flow cytometry; actives lie on both sides. hit rate 0.2% among 190,000. P60953;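 active = percent activity GTP binding at least 20 points away from the 100% baseline, either down as inhibitor or up as activator; inconclusive = compound flagged as likely green fluorescent from well-wide comparison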;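 also: median bead fluorescence of bound Bodipy-FL-GTP at 100 nM; 0% = excess unlabeled GTP control and 100% = no compound control; below 100% means less GTP binding so inhibitor and above means activator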
Target sequence (P60953 whole entry, looked up): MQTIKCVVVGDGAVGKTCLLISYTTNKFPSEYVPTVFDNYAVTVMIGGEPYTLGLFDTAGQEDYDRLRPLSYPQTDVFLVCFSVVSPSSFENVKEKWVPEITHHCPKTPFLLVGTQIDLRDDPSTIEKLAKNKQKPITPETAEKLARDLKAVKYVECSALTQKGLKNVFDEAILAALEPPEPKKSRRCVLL
Bcl-XL Bim block: disrupts Bim peptide binding to human Bcl-XL | inhibition, % at 10 µM | hit rate 0.04% among 190,000 | bead flow cytometry, fluorescence
Bcl-B Bim block: human Bim-Bcl-B interaction inhibition. bead-based flow cytometry, Bim peptide-Bcl-B binding. inhibition, % at 10 µM. hit rate 0.073% among 190,000. AID 951;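 also: 0% = tracer peptide without compound and 100% = reference inhibitor peptide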
Target sequence (Q9HD36 whole entry, looked up): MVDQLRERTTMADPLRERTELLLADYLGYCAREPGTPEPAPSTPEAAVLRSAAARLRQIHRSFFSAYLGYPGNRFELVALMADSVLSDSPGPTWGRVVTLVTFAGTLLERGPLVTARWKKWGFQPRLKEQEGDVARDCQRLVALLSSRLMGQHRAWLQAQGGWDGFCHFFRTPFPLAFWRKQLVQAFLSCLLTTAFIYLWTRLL
Bim-Bcl-2: human Bim-Bcl-2 interaction inhibition; Bead-based flow cytometry, Bim peptide-Bcl-2 binding; AID 950; inhibition, % at 10 µM; P10415; hit rate 0.06% among 190,000; in the data active = inhibition above about 40%; inconclusive = no clear call, values can overlap the other calls;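 also: 0% = no compound wells with probe peptide and 100% = reference peptide inhibitor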
Target sequence (P10415 whole entry, looked up): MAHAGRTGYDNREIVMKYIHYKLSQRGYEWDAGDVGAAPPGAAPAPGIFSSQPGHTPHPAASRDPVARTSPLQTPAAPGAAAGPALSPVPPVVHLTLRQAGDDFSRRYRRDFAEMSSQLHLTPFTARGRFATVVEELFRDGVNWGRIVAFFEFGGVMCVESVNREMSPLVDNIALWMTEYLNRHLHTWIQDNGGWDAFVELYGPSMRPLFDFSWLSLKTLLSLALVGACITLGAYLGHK
Rab7 wt GTP bind: alters GTP binding to wildtype dog Rab7; hit rate 0.055% among 190,000; AID 758; GTP binding activity (percent of control), % at 10 µM; GST-Rab7 beads, fluorescent GTP binding, flow cytometry; actives lie on both sides; untreated = 100%, excess cold GTP = 0%;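 active = fluorescent GTP binding to Rab7 beads changed by at least 20 points from the 100% baseline, either direction, mostly lower; inconclusive = compound itself probably fluorescent, or too few beads counted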;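 also: median green fluorescence of bound Bodipy-FL-GTP per Rab7 bead population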
HRas wt GTP: modulators of GTP binding to human HRas wildtype; P01112; GST-Ras wt beads, Bodipy-FL-GTP binding, flow cytometry; actives lie on both sides; GTP binding activity, % at 10 µM; hit rate 0.14% among 190,000;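 active = GTP binding activity at least 20% away from the 100% baseline, either lowered as inhibitor or raised as activator; inconclusive = flagged as likely green fluorescent, judged across all proteins in the well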;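 also: 0% = unlabeled GTP competition control and 100% = no-compound control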
Target sequence (P01112 whole entry, looked up): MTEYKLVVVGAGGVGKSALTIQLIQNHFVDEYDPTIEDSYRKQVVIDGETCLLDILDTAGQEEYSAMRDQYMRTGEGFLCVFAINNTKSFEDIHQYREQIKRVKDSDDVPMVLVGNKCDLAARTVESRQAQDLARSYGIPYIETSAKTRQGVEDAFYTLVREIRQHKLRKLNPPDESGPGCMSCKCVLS
Bim-Bcl-W: inhibitors of Bim-Bcl-W interaction, human. Q92843. bead-based flow cytometry, Bim peptide-Bcl-W binding. inhibition, % at 10 µM. hit rate 0.02% among 190,000;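 also: 0% = bound tracer without compound and 100% = peptide blocker; higher means less fluorescent Bim peptide bound to Bcl-W beads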
Target sequence (Q92843 whole entry, looked up): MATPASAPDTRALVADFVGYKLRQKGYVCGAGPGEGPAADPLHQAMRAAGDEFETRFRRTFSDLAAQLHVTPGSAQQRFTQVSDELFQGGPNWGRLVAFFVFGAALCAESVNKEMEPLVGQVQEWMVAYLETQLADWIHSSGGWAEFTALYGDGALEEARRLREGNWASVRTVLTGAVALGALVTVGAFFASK
Rac1 wt modul: human Rac1 wildtype GTP binding, inhibitors and activators. P63000. GST-Rac1 beads, fluorescent GTP binding, flow cytometry; actives lie on both sides; 0 = cold GTP competed, 100 = untreated. hit rate 0.27% among 190,000. AID 757. GTP binding activity (% of control), % at 10 µM;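 active = GTP binding activity at least 20 points away from the 100% control level, either lower or higher; inconclusive = compound flagged as likely green fluorescent, judged across all proteins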
Starred values were filed as active, the others as inactive; ? = inconclusive. Rule as the data show it, unless noted: active = inhibition above about 40%. Outcome played no part in choosing rows; 0.62% or so of the library scored in one or more.

SMILES	Bfl-1 Bim block	Rab2 wt GTP	Rac1 mut GTP	Cdc42 wt GTP	Bcl-XL Bim block	Bcl-B Bim block	Bim-Bcl-2	Rab7 wt GTP bind	HRas wt GTP	Bim-Bcl-W	Rac1 wt modul
O=C(Nc1nc(-c2cccs2)cs1)c1ccco1	-4	?	?	?	-1	-3	-3	?	?	-2	?
O=c1cc(-c2ccc(F)cc2)[nH][nH]1	-1	100	98	100	2	0	0	106	101	-1	102
COc1ccc(-c2noc(CN(C(=O)c3cccs3)C(C)C)n2)cc1	-2	101	98	100	-3	0	0	98	99	1	98
O=C(c1ccc(Cl)cc1)C1CCCN(Cc2cnn(-c3ccccc3)c2)C1 (stereo not given)	-8	95	98	94	-3	-9	0	92	95	-2	95
C=CC(c1ccccc1)C(C(=O)c1ccccc1)N(C)C (stereo not given)	-3	99	96	99	0	-2	-2	99	99	1	100
CC(C)C(C(=O)NCc1ccco1)N(CC1CCCO1)C(=O)CNS(=O)(=O)c1ccccc1 (stereo not given)	-4	98	95	98	-1	-2	-4	104	97	-1	99
COC(=O)Cc1c(C)c2cc(Cl)c(OC(=O)c3ccco3)cc2oc1=O	-7	95	95	94	-2	-3	0	95	94	1	95
COC(=O)c1c(NC(=O)CSc2nc3ccccc3c(=O)n2-c2ccccc2)sc(C)c1C	2	98	99	101	0	-1	2	94	101	1	104
NC(=O)CSc1nc2c(c(=O)n1-c1ccccc1)C1(CCCCC1)Cc1ccccc1-2	0	96	92	97	-5	-7	-2	97	97	-1	98
COc1ccc(CCNC(=O)CN(CCc2ccccc2)S(C)(=O)=O)cc1OC	-6	98	97	99	-3	-5	-2	96	97	-1	101
O=c1[nH]c(-c2cccnc2)nc2sc(-c3ccccc3)cc12	-4	95	98	98	0	-8	0	93	97	2	100
CC(=O)c1ccc(NC(=O)CCC(=O)OCC(F)(F)C(F)F)cc1	0	103	101	104	0	0	1	104	102	0	106
Cc1cccc(-c2n[nH]c(=S)n2Cc2ccccc2)c1	2	98	96	96	-9	-15	-5	101	98	0	101
CCOc1cc(S(=O)(=O)n2nc(C)cc2C)ccc1Br	-3	98	93	95	-1	0	0	100	96	0	97
COC(=O)c1[nH]c2cccc(OC)c2c1NC(=O)CN1CC2(C)CC1CC(C)(C)C2 (stereo not given)	-12	105	102	107	-1	-6	-5	104	104	3	107
COc1ccc(/C=C\C(=O)c2c(O)ccc3c(C)cc(=O)oc23)cc1	-8	92	92	95	2	-6	-4	95	94	2	98
Cc1ccccc1Cn1nc(C)c(NC(=O)C2c3ccccc3Oc3ccccc32)c1C	-4	96	98	95	0	0	-2	96	97	-1	99
CC(C)(C)NC(=O)c1ccc2c(c1)N(CC(=O)N1CCN(c3ccccc3F)CC1)C(=O)C(C)(C)O2	-2	99	102	101	-1	-2	-4	95	100	-2	103
CCSC(=O)CCCCCCCCCCCO	1	97	96	96	-2	2	3	98	97	1	95
Cc1ccnc(NS(=O)(=O)c2ccc(NS(=O)(=O)c3cccs3)cc2)n1	15	91	94	95	16	14	11	100	92	8	93
Cc1cc(CCC(=O)O)c(C)cc1CCC(=O)O	-10	99	99	94	-1	-3	-9	98	97	4	103
Cc1ccc(SCCC(=O)N/N=C/c2cccnc2)cc1	-5	94	96	96	-3	-1	-5	98	97	-3	104
O=C(CN1CCCCC1)NC(=O)NC1CCCC1	0	100	98	96	0	-3	0	97	98	0	100
CC(=O)Nc1ccc(C(=O)CSc2nnc(Cc3ccccc3)o2)cc1	-6	97	96	97	-4	-6	-6	96	98	-3	96
Cc1ccc(N/C(N)=N/c2nc(C(F)(F)F)cc(C(F)(F)F)n2)cc1	-7	98	95	95	-3	-5	-5	102	97	0	101
N/C(=N\c1nc2ccccc2o1)NC(=O)c1ccc(Cl)cc1	1	94	100	102	2	2	2	92	99	0	101
COCCC1CCCCN1C(=O)c1cccc(OC2CCN(C3CCCC3)CC2)c1 (stereo not given)	-6	96	94	94	-5	-5	-4	96	95	-3	92
CCc1cc(-c2n[nH]c(=S)n2Cc2ccccc2)cs1	2	99	98	101	-2	-9	0	99	99	-1	103
O=C(CSc1nc2ccccc2[nH]1)c1ccco1	4	99	97	98	2	0	-2	94	97	3	98
COC(=O)C1=C(C)N=c2s/c(=C/c3cccs3)c(=O)n2C1c1ccc(F)cc1 (stereo not given)	0	99	98	97	-8	-21	0	96	97	-5	100
O=C(NCc1ccco1)C1CCCN(S(=O)(=O)c2ccc(-n3cnnn3)cc2)C1 (stereo not given)	-9	100	98	103	-3	-9	-11	103	99	-1	106
COc1ccc(OC)c(C2CC(=O)N3CN(c4cccc(Cl)c4)CSC3=C2C#N)c1 (stereo not given)	-8	101	96	100	-3	-18	-7	101	100	0	103
Cc1cccc(N2CCN(C(=O)c3ccncc3)CC2)c1C	-14	102	102	104	-7	-2	-5	98	102	-2	105
CNC(=O)CN(c1ccc2c(c1)OCCO2)S(C)(=O)=O	0	102	99	101	-3	-3	2	100	101	0	106
Cc1ccc(CN2CCN(Cc3cccn3-c3ccccn3)CC2CCO)o1 (stereo not given)	-5	99	95	96	-1	-4	-2	101	99	-1	99
CC(C)C(=O)NC(=O)[C@@H]1CCCN1C(=O)/C=C/c1ccccc1	-1	100	98	107	-3	-7	-2	103	102	-3	107
Cc1cc(=O)[nH]c(Nc2cccc(C(F)(F)F)c2)n1	0	100	98	98	1	-1	0	97	100	0	98
CCCN1C(=O)c2cc(C(=O)NC3CCCC3)ccc2C1O (stereo not given)	-6	100	99	101	-6	-4	-4	99	101	-2	102
Brc1ccc(-c2nn3c(-c4ccccn4)nnc3s2)o1	-9	93	97	97	2	4	-6	95	96	6	97
COC(=O)C1=C(C)Nc2ncnn2C1c1ccc(C)o1 (stereo not given)	3	99	99	103	2	0	0	96	100	0	104
Cc1cc(C(=O)Nc2cccc([N+](=O)[O-])c2)c(C)o1	6	99	102	100	-6	-9	0	102	99	-5	99
N#Cc1nc(COc2ccccc2)oc1NCCCn1ccnc1	-12	101	99	101	-1	0	-6	102	100	5	102
Cc1ccc(S(=O)(=O)N2CCCOC2CNC(=O)C(=O)NCc2cccs2)cc1 (stereo not given)	-17	102	101	103	-12	-14	-17	102	103	-7	105
O=C1c2cccnc2C(O)N1Cc1ccccc1 (stereo not given)	-18	101	103	102	-11	-12	0	100	102	0	107
Cc1nc(SCC(=O)NC(=O)NCc2ccco2)nc(C)c1C	-2	89	93	85	2	0	2	92	91	2	91
Cc1cccc(-c2nnc(SCCOc3ccc4c(C)cc(=O)oc4c3)o2)c1	-6	100	100	101	-1	-5	-3	99	101	1	104
CC(C)c1nc2sc3c(=O)n(N)cnc3c2c2c1COC(C)(C)C2	-13	98	101	102	-8	-12	-5	99	98	-5	100
O=C(CSc1ccccc1C(=O)O)Nc1cccc(C(=O)O)c1	-6	99	96	102	-2	-7	-3	99	102	2	105
COc1cc(/C=N/NC(=O)Cc2c[nH]c3ccccc23)cc(OC)c1OC	-3	98	95	95	0	-3	-2	101	97	-1	101
O=C(COc1ccc(Cl)cc1)NNC(=O)c1cccnc1	-6	92	92	93	-3	-4	-3	96	93	-2	101
Cc1ccccc1NC(=O)Cn1cnc2c(oc3nc4c(cc32)COC(C)(C)C4)c1=O	-1	99	100	100	-7	-5	0	101	103	0	102
O=C(C1=C[C@H](c2coc3ccccc3c2=O)C[C@H](OCc2ccc(CO)cc2)O1)N1CCN(Cc2ccccc2)CC1	-1	97	96	97	2	-4	0	92	97	0	97
CC(C)COP(=O)(c1ccc(N(C)C)cc1)C(Nc1ccccc1)c1ccccc1 (stereo not given)	-6	103	98	99	-10	-8	-8	103	102	-3	103
Cc1c(C(c2ccc(O)cc2)c2c(C)n(C)n(-c3ccccc3)c2=O)c(=O)n(-c2ccccc2)n1C	7	96	94	97	5	5	6	97	95	0	96
CC(NC(=O)c1ccco1)C1CCCO1 (stereo not given)	-5	100	100	103	-6	-4	-4	99	100	0	103
CC1CCC(C(=O)NC(C(=O)NCCCN2CCOCC2)C(C)C)CC1 (stereo not given)	-9	97	98	100	-8	-6	-9	98	99	-3	102
O=C(CCc1nc2ccccc2s1)c1ccccc1	-15	98	97	98	-3	-3	-6	98	98	-2	98
O=C(CCSCc1cccc(Cl)c1)NC1CCCC1	-19	101	99	103	-6	-3	-9	103	103	-1	103
COC(=O)CSc1nnc(CNC(=O)c2ccccc2F)n1-c1ccccc1	3	95	95	96	0	2	2	99	97	0	100
O=C(NCc1ccccc1)c1c(F)c(F)c(F)c(F)c1F	-14	101	97	104	4	-8	-7	104	102	4	110

(continued)
SMILES	Bfl-1 Bim block	Rab2 wt GTP	Rac1 mut GTP	Cdc42 wt GTP	Bcl-XL Bim block	Bcl-B Bim block	Bim-Bcl-2	Rab7 wt GTP bind	HRas wt GTP	Bim-Bcl-W	Rac1 wt modul
CCN(CC)S(=O)(=O)c1ccc(C(=O)NNC(=O)c2cccs2)cc1	-8	100	101	103	-11	-12	-5	99	101	-5	105
Cc1nnc2n(-c3ccccc3)c(=O)c3c4c(sc3n12)COC(C)(C)C4	-11	90	93	95	-9	-6	-12	90	93	0	91
CCCCOc1ccc(NC(=O)C(=O)NCCC2=CCCCC2)cc1	0	93	96	97	-1	-3	0	93	96	0	95
O=C(NNc1nc(-c2ccccc2)cs1)c1ccco1	2	97	101	101	-10	-6	-1	96	99	-5	99
Cc1nn(C)cc1C1C(C#N)=C(N)N(c2ccc(F)c([N+](=O)[O-])c2)C2=C1C(=O)CCC2 (stereo not given)	5	103	98	103	-8	-6	0	104	101	4	105
COc1ccc2nc(/C=N/NC(=O)[C@H](CCSC)NC(=O)OC(C)(C)C)ccc2c1	-2	98	97	98	-3	-3	0	99	99	0	99
COc1ccc(-c2nnc3ccc(SCC(=O)Nc4cc(C)on4)nn23)cc1OC	-5	97	92	93	0	0	0	107	95	-1	93
CC(C)CCNC(=O)c1ccc2c(c1)ncn2C1CCCCC1	-1	94	94	95	0	0	0	94	94	0	95

Nothing new here: 3 of the compounds above.
SMILES	Bfl-1 Bim block	Rab2 wt GTP	Rac1 mut GTP	Cdc42 wt GTP	Bcl-XL Bim block	Bcl-B Bim block	Bim-Bcl-2	Rab7 wt GTP bind	HRas wt GTP	Bim-Bcl-W	Rac1 wt modul
COc1ccc2nc(/C=N/NC(=O)[C@H](CCSC)NC(=O)OC(C)(C)C)ccc2c1	-2	98	97	98	-3	-3	0	99	99	0	99
COc1ccc(-c2nnc3ccc(SCC(=O)Nc4cc(C)on4)nn23)cc1OC	-5	97	92	93	0	0	0	107	95	-1	93
CC(C)CCNC(=O)c1ccc2c(c1)ncn2C1CCCCC1	-1	94	94	95	0	0	0	94	94	0	95
